SKBR3 24h inh: SK-BR-3 proliferation inhibitors. 41,000 compounds, 0.47% hits. AID 847. viability, % at 10 µM. SK-BR-3 viability, CellTiter-Glo ATP luminescence, 24 h; hits give low values;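 active means viability at or below the median of all test compounds minus 3 SD, in both replicates if run twice, cut at about 45% in these data; inconclusive means duplicate replicates that disagree with each other; inactive means viability above that cutoff in every replicate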;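 further: 100% = median untreated cell wells and 0% = median positive control drug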
An asterisk follows results filed as active; ? = inconclusive. Only part of the results is shown; the hit share may differ from the screen's.

SMILES	SKBR3 24h inh
O=C(c1ccccc1)c1cncc(Br)c1	95
Cc1cc(C)c2c(CC(=O)NCc3ccco3)coc2c1	97
COc1ccc(Cl)cc1N1CCN(CCNC(=O)Nc2ccccc2C)CC1	77
CCCCCn1c(=O)c(C(=O)OCC)c(O)c2ccccc21	91
O=C(Oc1ccc(-c2nnco2)cc1)N1CCOCC1	90
Cc1nc2sc3c(NCc4ccco4)ncnc3c2c2c1COC(C)(C)C2	69
Cc1cc(C)c2c(CN3CCN(CCO)CC3)cc(=O)oc2c1	81
CCOCCCn1cnc2c(c1=O)c1nc3ccccc3nc1n2-c1ccccc1	73
Nc1nnc(SCc2coc(-c3ccc(Cl)cc3)n2)s1	87
Cc1nc2c(nnn2Cc2ccccc2)c(=O)n1-c1ccccc1	92
CCOC(=O)C(C)NC(=O)C(NC(=O)C1CCC(CC)CC1)C(C)C (stereo not given)	113
CCOc1ccc(C(=O)NCc2cccs2)cc1	88
O=S(=O)(c1ccc(OCC(O)CN2CCC(Cc3ccccc3)CC2)cc1)N1CCOCC1 (stereo not given)	77
CC(C)OCCCNC(=O)c1ccncc1	106
CCN(CC)c1ccc2cc(C(=O)Nc3ccc(-n4cnnn4)c(OC)c3)c(=O)oc2c1	95
COC(=O)c1[nH]c2ccc(C)cc2c1NC(=O)C(C)N1CCN(C2CCCCC2)CC1 (stereo not given)	87
O=C(CN1C(=O)c2ccccc2C1=O)N1CCN(c2nnc(-c3ccccc3)c3ccccc23)CC1	83
O=C(c1ccco1)N1CCN(c2ncnc3c(-c4ccccc4)nsc23)CC1	82
O=C(NCCCN1CCN(Cc2ccccc2)CC1)c1nnc(Cc2c(F)cccc2Cl)o1	70
COC(=O)C1=CNC=C(C(=O)OC)C1c1ccc(Cl)cc1	90
CCC(C)Cn1c(S(=O)(=O)O)nc2ccccc21 (stereo not given)	96
CCOC(=O)c1ccc(N2C(=O)c3n[nH]c(C)c3C2c2ccc(OC)cc2OC)cc1 (stereo not given)	92
CC(=O)Nc1ccc(S(=O)(=O)N2CCCN(S(=O)(=O)c3ccc(NC(C)=O)cc3)CC2)cc1	90
O=C1CC(c2cccs2)Cc2nc(NCC3CCCO3)ncc21 (stereo not given)	96
Cc1nc2nc(-c3ccco3)[nH]n2c(=O)c1Cc1ccccc1	83
CCCCc1nnc(SCCSc2nnc(CCCC)n2N)n1N	106
Cn1c(=O)c2c(nc(NCCNC(=O)c3ccco3)n2Cc2ccc(Cl)cc2Cl)n(C)c1=O	92
O=C(Cn1c(=O)n(Cc2ccco2)c(=O)c2ccccc21)NCC1CCCO1 (stereo not given)	93
CCOC(=O)C1=C(C)N=c2s/c(=C\C(=O)OC)c(=O)n2C1c1ccc(OC)cc1 (stereo not given)	89
CCc1cc(=O)oc2cc(C)cc(OC(C)C(=O)O)c12 (stereo not given)	88
CNc1oc(-c2ccccc2)nc1C#N	98
CC(=O)Nc1ccc(S(=O)(=O)N2CCCN(S(=O)(=O)c3ccc(C)cc3)CC2)cc1	89
COc1ccc2[nH]c(=O)c(CN(C(=O)c3cccnc3)c3ccccc3OC)cc2c1	116
CCOC(=O)C1CCN(C(=O)Cc2c(C(=O)O)n(CC)c3ccccc23)CC1	67
O=C1C(=O)N(CCCN2CCOCC2)C(c2cccs2)/C1=C(/O)c1ccc2c(c1)OCO2 (stereo not given)	91
O=S(=O)(CCSc1nc2ccccc2o1)c1nc2ccccc2s1	?
COC(=O)c1ccccc1NC(=O)C1CC(=O)N(c2ccc(F)cc2)C1 (stereo not given)	96
Cc1ccc(C(=O)O)cc1S(=O)(=O)N1CCC(C(=O)O)CC1	107
O=C(NCC12CC3CC(C1)CC(CNC(=O)N1CCCC1)(C3)C2)N1CCCC1	91
CC(=O)NCCc1ccc(S(=O)(=O)NC2OC(=O)c3ccccc32)cc1 (stereo not given)	108
Cc1ccc2c(c1)N(C(=O)CSc1nncn1C)C(C)(C)c1ssc(=S)c1-2	76
CCCC(=O)Nc1ccc(-c2nc3cc(C)ccc3o2)cc1	90
O=C(Nc1ccccc1Oc1ccccc1)C1CC1	76
Cc1ccc(/C=N/n2c(C)nnc2C)cc1	96
CCOC(=O)CC(/C(C)=N\O)c1ccccc1 (stereo not given)	84
O=C(Nc1ccc(Oc2ccccc2)cc1)c1ccco1	96
Cc1cc(C(=O)NCCCN2CCCC2=O)no1	89
CC(=O)C1=C(O)C(=O)N(c2cc(C(C)(C)C)on2)C1c1ccc(Br)cc1 (stereo not given)	94
CC(=O)Nc1ccc(NC(=O)N2CCCCC2)cc1	103
CCCCOC(=O)c1ccc(NC(=O)C2CCCO2)cc1 (stereo not given)	82
O=C1CCC(=O)N1OCCCOc1ccc(Br)cc1Cl	106
Cc1sc2nc(SCC(=O)NCc3ccco3)n(-c3ccccc3)c(=O)c2c1C	88
CCc1cc(=O)oc2c(CN3CCCC3)c(O)c(Cl)cc12	75
CCN(CC)CCCN(Cc1cc2cc3c(cc2[nH]c1=O)OCCO3)C(=O)Nc1ccccc1	57
CCc1ccccc1NC(=O)N[C@@H](C)C(=O)OC	85
C=CCn1c(-c2ccccc2)n[nH]c1=S	104
COc1ccc(/C(O)=C2/C(=O)C(=O)N(Cc3cccnc3)C2c2ccccn2)cc1 (stereo not given)	116
Cc1cc(NC(=O)C23CCC(C)(C(=O)O2)C3(C)C)no1 (stereo not given)	106
COc1ccc(-c2n[nH]c(C)c2-c2ccc(Cl)cc2)c(O)c1OC	92
CC1CN(S(=O)(=O)c2cccc(-c3cn4cccnc4n3)c2)CC(C)O1 (stereo not given)	89

(next part)
SMILES	SKBR3 24h inh
CCCc1nn(C)c2c1C(c1ccncc1)C(C#N)=C(N)O2 (stereo not given)	123
O=C(Nc1ccc(CN2CCCCC2)cc1)c1ccc(Br)o1	85
Cc1nc(N2CCN(Cc3ccccc3)CC2)nc2c1C(=O)CC(c1ccco1)C2 (stereo not given)	96
COc1ccc(N2CC(C(=O)Nc3ccc(S(=O)(=O)Nc4nc(C)cc(C)n4)cc3)CC2=O)cc1 (stereo not given)	93
N#CNC1=NCN(CCc2ccccc2)CN1	110
N#C/C(C(=O)N1CCOCC1)=c1\s/c(=C/c2ccncc2)c(=O)n1-c1ccccc1	92
Cc1cc(C(=O)Nc2sc3c(c2C#N)CCC(C)C3)cs1 (stereo not given)	75
COc1ccc(-c2cc(C(=O)N(C)Cc3ccccc3)no2)cc1OC	82
CCc1ccccc1NC(=O)CSc1nnc([C@@H](NC(=O)OC(C)(C)C)C(C)CC)o1 (stereo not given in full)	90
Cc1ccc(NC(=O)CN2C(=O)NC(Cc3ccccc3)C2=O)cc1 (stereo not given)	94
CC(C)(C)NC(=O)C(c1cccs1)N(CC1CCCO1)C(=O)Cn1nnc(-c2cccs2)n1 (stereo not given)	79
COc1ccc2nc(NC(=O)Cn3cnc4c(=O)n(C)c(=O)n(C)c43)sc2c1	81

Molecules listed so far that have a COOH group:
SMILES	SKBR3 24h inh
CCc1cc(=O)oc2cc(C)cc(OC(C)C(=O)O)c12 (stereo not given)	88
CCOC(=O)C1CCN(C(=O)Cc2c(C(=O)O)n(CC)c3ccccc23)CC1	67
Cc1ccc(C(=O)O)cc1S(=O)(=O)N1CCC(C(=O)O)CC1	107

(further entries)
SMILES	SKBR3 24h inh
O=C(c1ccccc1)c1ccc(OC(=O)N2CCCC2)cc1	82
COc1c(F)c(F)c(-c2csc(N)n2)c(F)c1F	95
CC(C)c1nc2oc3c(N4CCNCC4)ncnc3c2c2c1CCC2	45
O=C1c2ccccc2NC2(CCCCC2)N1c1ccc(O)cc1	87
CC(C)C(OC(=O)c1cc2sccc2n1C)C(=O)NCC1CCCO1 (stereo not given)	99
Cc1cnc(NC(=O)C2=C(O)c3ccccc3S(=O)(=O)N2C)s1	87
O=C(O)CCS(=O)(=O)c1cccc2cccnc12	109
Cc1cc2ccccc2nc1SCC(=O)N1CCCC1	105
COC(=O)c1c(NC(=O)c2ccco2)sc(C(=O)N2CCCC2)c1C	103
CC1(C)OC(=O)CC1C(=O)NCc1ccccc1 (stereo not given)	96
Cc1cc(C)nc(NC2=NCCN2C(=O)NC2CCCCC2)n1	89
Cc1ccc(S(=O)(=O)N2CCC(C(=O)N[C@@H](Cc3ccccc3)C(=O)O)CC2)cc1	87
CCCC(=O)C1=C(SCC)CC(C)(C)C(C(=O)OC)C1=O (stereo not given)	69
Cc1ccccc1-c1nn2c(-c3ccccc3)nnc2s1	70
C=CCn1c(SCC(=O)c2cccs2)nnc1-c1cccc(OC)c1	79
O=C(OCC(=O)c1ccc[nH]1)c1ccc(S(=O)(=O)N2CCCCC2)cc1	102
O=C(COc1ccccc1Br)NCc1ccco1	101
O=C(Nc1cnccn1)c1csc2ccccc12	81
O=C(Nn1c(-c2ccccc2)nc2ccccc2c1=O)C1CCC1	88
COc1ccc(CCNC(=O)C2CC(=O)N(c3ccc(F)cc3)C2)cc1OC (stereo not given)	94
N/C(=N/O)c1nc(N2CCCC2)nc(N(c2ccccc2)c2ccccc2)n1	86
CC1CN(S(=O)(=O)c2ccc(-c3nc4ccccc4s3)cc2)CC(C)O1 (stereo not given)	94
COc1ccc(N=C2SC(C(=O)Nc3ccc4c(c3)OCO4)CC(=O)N2C)cc1 (stereo not given)	75
CC(Oc1ccc2oc(-c3ccccc3)c(C(=O)O)c2c1)C(=O)O (stereo not given)	92
CCCC(=O)Nc1cc(Cl)ccc1N1CCN(C(=O)CC)CC1	105
Cc1cccn2cc(CNC(=O)C3CCCCC3)nc12	106
CCOc1ccc(OCC(=O)c2c(O)c3ccccc3oc2=O)cc1	100
COCCn1c(-c2ccccc2)nc(=S)c2c1CC(C)(C)OC2	90
CC(=O)c1cccc(NC(=O)c2ccc(S(=O)(=O)N3CCCCC3)cc2)c1	72
Brc1ccc(C2=Nn3c(nnc3-c3n[nH]c4c3CCC4)SC2)cc1	82
O=C(N1CCN(Cc2ccc3c(c2)OCO3)CC1)C12CC3CC(CC(C3)C1)C2	97
O=C(CCN1CCN(c2ccccc2)CC1)Nc1ccccc1F	82
CC1CCN(c2nc3c(c(=O)n(C)c(=O)n3C)n2CCSc2nc3ccccc3o2)CC1	95
O=C(NCCCN1CCOCC1)C1(c2ccccc2)CCOCC1	110
Cc1cc(NC(=O)CCCC(=O)Nc2ccc(F)cc2)no1	55
COC(=O)c1c(NC(=O)c2ccco2)sc(C(=O)Nc2ccc(F)cc2)c1C	68
O=C1NC(c2ccccn2)Nc2sc3c(c21)CCC3 (stereo not given)	92
Cc1cc(=O)n2c3c(cccc13)CCC2	70
CCCCC(=O)Nc1c(O)c2ccccc2[nH]c1=O	114
O=C(CC(c1ccccc1)c1ccco1)N1CCOCC1 (stereo not given)	112
CC(NC(=O)c1ccc2c(c1)OCO2)C1CCCO1 (stereo not given)	65
CCOC(=O)c1[nH]c2ccccc2c1NC(=O)c1ccco1	91
CCOc1ccc(NC(=O)CSc2nnc(-c3ccco3)n2C)cc1	90
COc1ccc(-n2c(C)nc3cc(C(=O)NCc4ccco4)ccc32)cc1	82
COC(=O)C(NC(C)=O)(Nc1ccc(Br)cn1)C(F)(F)F (stereo not given)	92
Nc1nc(NC(=O)c2cccc(S(=O)(=O)N3CCCCCC3)c2)nc(-c2ccccc2)n1	88
O=C1C2=C(SCCS2)C(=O)N1CCCO	105
CCCOc1c(OC)cccc1C1CC(=O)Nc2cc3c(cc21)OCO3 (stereo not given)	85
COc1ccc(NC(=O)CNS(=O)(=O)c2cccs2)cc1	65
CCOc1ccc(C2/C(=C(/O)c3ccc(F)cc3)C(=O)C(=O)N2CCCN(C)C)cc1 (stereo not given)	96
COCCn1c(SCC(=O)Nc2ncc(C)s2)nc2sc3c(c2c1=O)CCC3	108
COC(=O)CCc1c(C)nn(-c2ccccc2)c1C	116
CN(C(=O)C1CCCO1)c1nnc(-c2cnccn2)s1 (stereo not given)	105
O=C(Nc1ccc(Cl)cc1)NC1CCCC1Cc1ccco1 (stereo not given)	85
O=c1c2[nH]c3ccc(F)cc3c2ncn1C1CCCCC1	102
CC1(C)C/C(=C(/C#N)C(N)=O)CCO1	101
COc1ccc(NC(=O)Cc2nnc(SCC(=O)Nc3cc(C)ccc3OC)n2C)cc1	93
CCOC(=O)c1csc(NC(=O)c2ccc(S(=O)(=O)N(CC)CC)cc2)n1	76
Cc1cc(NC(=O)CSc2nnc(COc3cccc(C)c3C)n2C)no1	75
Cc1ccc(NC(=O)Cn2nc(C)c3ccccc3c2=O)c(C)c1	112

Following part:
SMILES	SKBR3 24h inh
CCN1CCN(c2c(Cl)cccc2NC(=O)c2ccco2)CC1	72
CC(=O)c1ccc(NC(=O)c2ccn[nH]2)cc1	76
CC(C)Nc1nc(NC(C)C)nc(N(C)n2cnnc2)n1	84
O=C(Nc1ccccc1C(=O)O)c1cccc(NC(=O)c2ccc(Br)o2)c1	87
COc1ccc2nc(NC(=O)CSc3nnc(-c4ccoc4C)n3C)sc2c1	84
O=C(Nc1ccc(NC(=O)c2cccs2)cn1)c1ccco1	90
O=[n+]1cc(-c2ccc(F)cc2)n([O-])c2c1CCC2	91
Cc1ccc(S(=O)(=O)Nc2ccc3ncccc3c2)cc1	78

Molecules listed so far that have an aryl thioether with sulfur outside any ring:
SMILES	SKBR3 24h inh
Nc1nnc(SCc2coc(-c3ccc(Cl)cc3)n2)s1	87
CCCCc1nnc(SCCSc2nnc(CCCC)n2N)n1N	106
O=S(=O)(CCSc1nc2ccccc2o1)c1nc2ccccc2s1	?
Cc1ccc2c(c1)N(C(=O)CSc1nncn1C)C(C)(C)c1ssc(=S)c1-2	76
Cc1sc2nc(SCC(=O)NCc3ccco3)n(-c3ccccc3)c(=O)c2c1C	88
CCc1ccccc1NC(=O)CSc1nnc([C@@H](NC(=O)OC(C)(C)C)C(C)CC)o1 (stereo not given in full)	90
Cc1cc2ccccc2nc1SCC(=O)N1CCCC1	105
C=CCn1c(SCC(=O)c2cccs2)nnc1-c1cccc(OC)c1	79
CC1CCN(c2nc3c(c(=O)n(C)c(=O)n3C)n2CCSc2nc3ccccc3o2)CC1	95
CCOc1ccc(NC(=O)CSc2nnc(-c3ccco3)n2C)cc1	90
COCCn1c(SCC(=O)Nc2ncc(C)s2)nc2sc3c(c2c1=O)CCC3	108
COc1ccc(NC(=O)Cc2nnc(SCC(=O)Nc3cc(C)ccc3OC)n2C)cc1	93
Cc1cc(NC(=O)CSc2nnc(COc3cccc(C)c3C)n2C)no1	75
COc1ccc2nc(NC(=O)CSc3nnc(-c4ccoc4C)n3C)sc2c1	84
